ATXN2 expr inh: reduces ATXN2 reporter expression in HEK-293 cells; actives 0.72% (n = 360,000); AID 1745845; Potency, µM (doses to about 57 µM), without a hit: at the top dose activity change, negative = inhibition, usual class: inhibitors; HEK-293 ATXN2-luciferase reporter, luminescence, 24 h; note: nearly all actives have a fitted effect of over 55% in size
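qHTS (up to 57 uM final) was run with 24 h compound exposure of reporter cells at 37 °C. Each well was multiplexed: SteadyGlo luminescence measured ATXN2-luciferase expression after a fluorogenic Gly-Phe-AFC viability readout (25 uM final).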
KB-V1 cytotox: KB-V1 MDR subline cytotoxicity; AID 1347076; actives 3.4% (n = 400,000); KB-V1 MDR cells viability, CellTiter-Glo, 72 h; Potency, µM (doses to about 46.1 µM), for inactives: at the top dose activity change, negative = cytotoxicity, usual class: cytotoxic; note: nearly all actives have a fitted effect of over 60% in size
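Following 72 h at 37 degrees C with compound, KB-V1 cell viability was read by CellTiter-Glo luminescence, medium being phenol-red-free DMEM plus 10% FBS; concentration-response parameters came from normalized, curve-fitted qHTS data.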
KB-3-1 tox: kills parental KB-3-1 adenocarcinoma cells | KB-3-1 viability, CellTiter-Glo ATP luminescence, 72 h | Potency, µM (doses to about 46.1 µM), for the others: at the highest dose activity change, negative = cytotoxic, hits mostly cytotoxic | actives 1.4% (n = 400,000); note: nearly all actives have a fitted effect of over 60% in size
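Cytotoxicity in the drug-sensitive parental line KB-3-1 was scored as loss of CellTiter-Glo luminescence following 72 h incubation with compound. Values come from curve fitting of normalized concentration-response data.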
The depositor's hits bear a star; ? = inconclusive. Calls come from the whole dose curve; as a rule, active = well fitted curve in the direction sought with a large enough effect; inconclusive = small, poorly fitted or top-dose-only effect, or another doubt; inactive = no such curve, though single readings can be large; an effect the other way counts as inactive or inconclusive. % is set by controls: 0 for no effect and ±100 for the full control effect; potency is the fitted concentration of half-maximal effect. Only part of the results is shown. The share of hits here may be higher or lower than overall.

SMILES	ATXN2 expr inh	KB-V1 cytotox	KB-3-1 tox
COc1ccc(OC)c(CNC(=O)c2ccc(-c3nc(CSc4ccccc4)c(C)o3)cc2)c1	-8%	-23%	-19%
COCCn1c(SCC(=O)c2c[nH]c3ccccc23)nc2cc(C(=O)NC(C)C)ccc2c1=O	0%	15%	4%
CCOC(=O)c1c(S(=O)(=O)N2CCCC(C(=O)NCc3ccccc3Cl)C2)c(C)n(C)c1C (stereo not given)	10%	6%	27%
Cc1c(CC(=O)NCc2ccccc2)c(=O)oc2c(C)c(O)ccc12	-8%	?	13µM*
CCOc1cc(C2c3c(oc4ccccc4c3=O)C(=O)N2Cc2ccc3c(c2)OCO3)ccc1O (stereo not given)	5%	5%	-3%
CCOc1ccc2c(c1)c(=O)c(C(=O)c1ccc(CC)cc1)cn2CC(=O)Nc1ccc2c(c1)OCCO2	8%	22%	-4%
COc1ccccc1NC(=O)N1c2ccccc2Sc2ccccc21	11%	-2%	2%
Cc1ccc(NC(=O)c2sc(-n3nc(C)c(CCC(C)C)c3C)nc2C)cc1C	10%	22%	11%
CCOC(=O)c1c(C)n(-c2ccccc2)c2ccc(OC(=O)c3ccc(OCC)c(OCC)c3)cc12	-12%	?	-1%
CCOc1ccccc1N1CC(c2nc3ccccc3n2CCCOc2ccccc2)CC1=O (stereo not given)	-9%	-19%	9%

The list goes on:
SMILES	ATXN2 expr inh	KB-V1 cytotox	KB-3-1 tox
COc1ccccc1N1CCN(S(=O)(=O)c2ccc3c(c2)CCCN3C(C)=O)CC1	0%	-12%	11%
COc1ccccc1CNC(=O)c1ccc(-c2nc(CS(=O)c3ccc(C)cc3)c(C)o2)cc1 (stereo not given)	-6%	-19%	8%
O=C(NCCCO)C(=O)Nc1c2c(nn1-c1ccccc1)CSC2	-1%	?	-1%
CCn1c2c(c(=O)n3ncc(C(=O)Nc4ccc(OC(F)(F)F)cc4)c13)CN(Cc1ccc(OC)cc1)CC2	15%	2%	7%
Cc1ccc(C)c(S(=O)(=O)n2nc(C)c(S(=O)(=O)N3CCC(C)CC3)c2C)c1	1%	?	-3%
COc1ccc(NC(=O)c2ccc3c(c2)N(Cc2cccc(Cl)c2)C(=O)c2ccccc2S3=O)cc1Cl (stereo not given)	-20%	-6%	-4%
CC1=C(C(=O)Nc2ccccc2Cl)C(c2cccc(O)c2)n2ncnc2N1 (stereo not given)	-1%	8%	6%
CCOc1ccc(CCNc2ncnc3onc(-c4ccc(F)cc4)c23)cc1OCC	-22%	2.6µM*	2%
CCC(CC)C(=O)Nc1cc(-c2nc3cccnc3s2)ccc1C	13%	-6%	16%
CCC(=O)NNc1ncnc2c1cnn2-c1ccc(C)c(Cl)c1	28%	10%	-18%

Some entries already given, limited to KB-3-1 tox and ATXN2 expr inh.
mol	KB-3-1 tox	ATXN2 expr inh
COc1ccccc1CNC(=O)c1ccc(-c2nc(CS(=O)c3ccc(C)cc3)c(C)o2)cc1 (stereo not given)	8%	-6%
O=C(NCCCO)C(=O)Nc1c2c(nn1-c1ccccc1)CSC2	-1%	-1%
CCn1c2c(c(=O)n3ncc(C(=O)Nc4ccc(OC(F)(F)F)cc4)c13)CN(Cc1ccc(OC)cc1)CC2	7%	15%
Cc1ccc(C)c(S(=O)(=O)n2nc(C)c(S(=O)(=O)N3CCC(C)CC3)c2C)c1	-3%	1%
COc1ccc(NC(=O)c2ccc3c(c2)N(Cc2cccc(Cl)c2)C(=O)c2ccccc2S3=O)cc1Cl (stereo not given)	-4%	-20%
CC1=C(C(=O)Nc2ccccc2Cl)C(c2cccc(O)c2)n2ncnc2N1 (stereo not given)	6%	-1%

Profiles, looked up by structure. Values in the order: ATXN2 expr inh | KB-V1 cytotox | KB-3-1 tox
`CCOc1ccccc1N1CC(c2nc3ccccc3n2CCCOc2ccccc2)CC1=O` (stereo not given) in the list: -9% | -19% | 9%
`Cc1c(CC(=O)NCc2ccccc2)c(=O)oc2c(C)c(O)ccc12` in the list: -8% | ? | 13µM*
`COCCn1c(SCC(=O)c2c[nH]c3ccccc23)nc2cc(C(=O)NC(C)C)ccc2c1=O` in the list: 0% | 15% | 4%

Additional structures.
SMILES	ATXN2 expr inh	KB-V1 cytotox	KB-3-1 tox
CCS(=O)(=O)CCSc1nc(-c2ccc(Br)cc2)cc(-c2ccccc2)c1C#N	-7%	-10%	9%
CC(CNC(=O)C1CCN(Cc2cc3ccccc3n2Cc2ccccc2)CC1)c1ccccc1 (stereo not given)	-19%	0%	-19%
Cc1ccc(C(=O)N2CCN(c3ccccc3F)CC2)cc1NC(=O)c1nsc2ccccc12	-10%	-5%	5%
COc1ccc(NC(=O)CN2C(=O)C(C)(C)c3ccccc32)cc1Cl	-21%	?	-12%
O=C(Nc1c(-c2ccc(F)cc2)nc2ccccn12)c1ccccc1F	-7%	-6%	-6%
Cc1nc2c(-c3ccc(F)cc3)c(C)nn2c(C)c1CCC(=O)NCc1ccc(F)cc1	-4%	0%	9%
Cc1cc(C)cc(NC(c2nnc(-c3cccc(F)c3)o2)c2ccc(F)cc2Cl)c1 (stereo not given)	-30%	-29%	-3%
Cc1ccc(N(CC(=O)NCCSc2ccccc2)S(=O)(=O)c2ccc(F)cc2)cc1	-38%	-19%	-7%
CN1C(=O)c2ccccc2Sc2ccc(NC(=O)c3ccc(C#N)cc3)cc21	-10%	?	-5%
Cc1ccc2c(c1)-c1onc(C(=O)N3CCN(c4cccc(C)c4C)CC3)c1CO2	-2%	-28%	2%

5 compounds picked at random from those above:
SMILES	ATXN2 expr inh	KB-V1 cytotox	KB-3-1 tox
Cc1nc2c(-c3ccc(F)cc3)c(C)nn2c(C)c1CCC(=O)NCc1ccc(F)cc1	-4%	0%	9%
CCOc1ccccc1N1CC(c2nc3ccccc3n2CCCOc2ccccc2)CC1=O (stereo not given)	-9%	-19%	9%
Cc1ccc(C(=O)N2CCN(c3ccccc3F)CC2)cc1NC(=O)c1nsc2ccccc12	-10%	-5%	5%
COc1ccccc1NC(=O)N1c2ccccc2Sc2ccccc21	11%	-2%	2%
O=C(NCCCO)C(=O)Nc1c2c(nn1-c1ccccc1)CSC2	-1%	?	-1%

(more compounds)
SMILES	ATXN2 expr inh	KB-V1 cytotox	KB-3-1 tox
O=C(NCCc1csc(-c2ccc(F)cc2)n1)c1ccc(Br)o1	?	3%	0%
COC(=O)C1=C(C)N(C(C)C)C(=O)C1(NC(=O)c1ccc(C(C)(C)C)cc1)C(F)(F)F (stereo not given)	9%	-3%	-3%
CCOC(=O)Cn1c(=O)n(CC2CCCO2)c2nc(-c3ccccc3F)nc(C(N)=O)c21 (stereo not given)	6%	?	25%
COc1ccc(-c2nnn3c2nc(NCc2ccc(C)cc2)c2ccccc23)cc1	2%	?	11%
CCc1ccc(CNC(=O)COc2cc(=O)n(CC)c3ccccc23)cc1	-11%	-13%	?
COc1cccc(C2C(C(=O)Nc3ccccc3)=C(C)Nc3nc(-c4ccccc4)nn32)c1 (stereo not given)	-1%	-9%	-20%
O=C(CSc1nc(=O)n(Cc2ccco2)c2c1CCC2)Nc1ccccc1C(F)(F)F	-17%	-14%	1%
Cc1ccccc1CNC(=O)C(C)N(c1ccccc1)S(C)(=O)=O (stereo not given)	9%	10%	-5%
Cc1ccc(CNC(=O)c2c[nH]n3c(=O)c(Cc4ccc(Cl)cc4)c(C)nc23)cc1	-22%	-15%	-12%
CCCCN(C)C(=O)CSc1nc2ccccc2nc1Cc1ccc(C)cc1	?	-18%	?

Further compounds.
SMILES	ATXN2 expr inh	KB-V1 cytotox	KB-3-1 tox
CCOC(=O)Cn1cc2c(c1-c1ccc(Cl)cc1)c(=O)n(C)c(=O)n2C	-11%	-3%	-6%
CCOCCCNC(=O)c1ccc2c(=O)n(CCc3ccc(OC)c(OC)c3)c(=O)[nH]c2c1	11%	32%	0%
COCCCn1c(SCC(=O)NCc2ccccc2)nc2c(sc3ccccc32)c1=O	6%	0%	6%
CCOC(=O)c1c(C)[nH]c(C)c1S(=O)(=O)N1CCCC(C(=O)Nc2ccc(C)c(N(C)C)c2)C1 (stereo not given)	7%	9%	1%
CCCOc1cccc(C(=O)Nc2ccc(-c3nc4ccccc4o3)cc2)c1	-4%	-8%	18%
NCCCCCc1nnc(SCc2ccc(F)cc2)o1	-6%	-17%	-8%
CCCc1nnc(N2C(=O)c3oc4ccc(F)cc4c(=O)c3C2c2ccc(C(=O)OC)cc2)s1 (stereo not given)	16%	?	3%
COc1ccc(CNC(=O)Cn2ncc3c([nH]c4ccccc43)c2=O)cc1	11%	0%	-2%
COc1cc(OC)cc(C(=O)Nc2ccc3nc(N4CCC(C)CC4)cc(C)c3c2)c1	?	0%	-15%
CCCN(C(=O)CCn1cnc2onc(-c3ccc(F)cc3)c2c1=O)c1ccccc1C	?	-20%	0%

Carrying on.
SMILES	ATXN2 expr inh	KB-V1 cytotox	KB-3-1 tox
Cc1ccc(NC(=O)c2c(NC(=O)Cc3ccccc3)sc3c2CCC3)cc1	14%	?	-8%
Clc1cccc(N2CCN(c3ncnc4c3nc3n4CCCC3)CC2)c1	-12%	-5%	-6%
CCCCN(CC)CCCNC(=O)c1cn(CC)c2ccc(S(=O)(=O)N3CCOCC3)cc2c1=O	-3%	?	-4%
CN(Cc1ccccc1)C(=O)c1cc2c(=O)n(C)c3ccccc3c2s1	-5%	4%	0%
Cc1ccc(-n2ncc3c(NCCCn4ccnc4)ncnc32)cc1	12%	4%	-4%
Cc1c(CNC2CCCCC2)c(C(=O)O)c(C)n1Cc1ccccc1F	-8%	?	-4%
Cc1cc(C)c(NC(=O)C(=O)NCC(c2cccnc2)N2CCN(Cc3ccccc3)CC2)c(C)c1 (stereo not given)	-5%	13%	7%
CCOc1ccccc1CN1CCc2nc(Nc3ccccc3)ncc2C1	-6%	-7%	-15%
CCCCn1cc2c(c1-c1ccccc1Br)c(=O)n(C)c(=O)n2C	-21%	1%	-9%
CSc1ccc(CCNC(=O)C2CCN(c3nc4ccccc4nc3C(F)(F)F)CC2)cc1	1%	?	-16%

Ordered by molar mass (largest number first): part of the list above
SMILES	ATXN2 expr inh	KB-V1 cytotox	KB-3-1 tox
Cc1ccc(NC(=O)c2c(NC(=O)Cc3ccccc3)sc3c2CCC3)cc1	14%	?	-8%
COc1ccc(NC(=O)CN2C(=O)C(C)(C)c3ccccc32)cc1Cl	-21%	?	-12%
O=C(NCCCO)C(=O)Nc1c2c(nn1-c1ccccc1)CSC2	-1%	?	-1%

The listing continues.
SMILES	ATXN2 expr inh	KB-V1 cytotox	KB-3-1 tox
Cc1ccc(Cl)cc1-n1ncc2c(NCCCn3ccnc3)ncnc21	-19%	0%	-2%
COc1cc2[nH]c(=O)n(CCCC(=O)N(C)Cc3ccccc3)c(=O)c2cc1OC	-4%	0%	1%
COc1ccccc1C(=O)NC1(C(F)(F)F)C(=O)NC(C)=C1C#N (stereo not given)	2%	-11%	5%
Cc1ccc(OCCn2cc(C(=O)C3CCCCC3)c3ccccc32)cc1	14%	0%	-32%
CCc1ccc2oc(-c3ccc(C)c(NC(=O)/C=C/c4ccco4)c3)nc2c1	23%	22%	5%
Cc1cc(C(=O)NCc2ccccc2)c2c(C)nn(-c3cccc(F)c3)c2n1	-8%	?	-5%
CCc1ccccc1Nc1nc2ccccc2c2nncn12	1%	-12%	-14%
COc1cc(OC)cc(-c2cc3nc(C)c(CCC(=O)Nc4ccccc4OC)c(C)n3n2)c1	?	13%	7%
O=C(NC1CCCCC1)c1cc2c(Cl)nc3ccccc3c2s1	3%	?	24%
O=C(CCS(=O)(=O)c1cccs1)Nc1ccc(C(=O)Nc2cccc(Cl)c2)cc1	?	-18%	0%
CCCCOC(=O)c1ccc(NC(=O)c2cc(=O)c3ccccc3o2)cc1	8%	?	0%
